# Compound activity (PubChem BioAssay)
# GLP-1R inv ag = GLP-1 receptor (human) inverse agonism; Potency, µM (series often up to 38.3 µM), inactives show top-dose activity change, negative = inhibition, actives largely listed as inhibitors; HEK293 GLP-1R CRE-luciferase, luminescence, 24 h; GLP-1R form is constitutively active; actives 1.6% (n = 410,000); P43220; AID 624417; further: potency means the concentration at half of the fitted maximal effect; on the % scale 0 is the no-effect control and ±100 the full control effect; nearly all actives have a fitted effect of over 55% in size
# Target sequence (P43220 whole entry, looked up): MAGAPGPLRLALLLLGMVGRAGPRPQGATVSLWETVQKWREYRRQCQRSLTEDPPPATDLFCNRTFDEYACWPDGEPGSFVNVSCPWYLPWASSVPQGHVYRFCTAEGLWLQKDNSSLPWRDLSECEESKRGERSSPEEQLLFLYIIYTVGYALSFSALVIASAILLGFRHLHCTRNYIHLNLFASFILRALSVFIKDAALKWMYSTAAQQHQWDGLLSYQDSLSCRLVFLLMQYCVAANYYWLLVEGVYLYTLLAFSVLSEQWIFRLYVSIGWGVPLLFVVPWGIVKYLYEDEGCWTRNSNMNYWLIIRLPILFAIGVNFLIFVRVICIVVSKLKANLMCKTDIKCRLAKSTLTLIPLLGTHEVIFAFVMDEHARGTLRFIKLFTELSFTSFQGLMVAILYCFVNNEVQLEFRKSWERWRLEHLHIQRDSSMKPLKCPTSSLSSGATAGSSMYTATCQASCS
#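 Stable HEK293 clone (constitutively active GLP-1R + cAMP-response luciferase); 200 cells/uL plated, 12 h pre-culture, compound 24 hr, 37 deg C/5% CO2; detection reagent 12 min RT; luminescence.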
# DRD3 agonist = D3 dopamine receptor (human) agonism. P35462. D3R DiscoveRx beta-arrestin cells, luminescence, 90 min. max activation, %. actives 0.58% (n = 410,000); in the data active means max activation above about 30%; further: 0% is about no effect; mostly tested at two doses, the higher about 12 µM
# Target sequence (P35462 whole entry, looked up): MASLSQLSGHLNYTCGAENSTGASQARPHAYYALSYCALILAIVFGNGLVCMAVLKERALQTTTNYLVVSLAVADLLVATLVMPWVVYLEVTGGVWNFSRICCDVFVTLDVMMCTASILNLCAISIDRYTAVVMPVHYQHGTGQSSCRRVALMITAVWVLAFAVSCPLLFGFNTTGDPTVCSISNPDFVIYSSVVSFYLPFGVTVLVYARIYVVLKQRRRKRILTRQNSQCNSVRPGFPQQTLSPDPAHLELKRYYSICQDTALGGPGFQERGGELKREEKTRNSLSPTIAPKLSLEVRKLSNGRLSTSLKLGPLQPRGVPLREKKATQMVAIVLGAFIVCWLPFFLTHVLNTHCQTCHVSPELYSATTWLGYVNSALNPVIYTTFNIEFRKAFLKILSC
#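 Cells at 1500/well, incubated overnight, then treated with pinned compounds (dopamine as control) for 90 min at 37 degrees C. DiscoveRx reagent added for 30 - 60 minutes at room temperature; luminescence read.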
# D3 antag = D3 dopamine receptor (human) antagonism | P35462 | D3R cells, DiscoveRx beta-arrestin luminescence, antagonist mode; stronger effect = lower value | max response, negative = inhibition, % | actives 2.5% (n = 360,000) | AID 652054; in the data active means max response below about -50%; inconclusive means no clear call, values can overlap the other calls; further: on the % scale 0 is the no-effect control and ±100 the full control effect; mostly tested at two doses, the higher about 12 µM
#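 Cells plated overnight at 1500 cells/well, then exposed to library compounds with dopamine controls for 90 minutes at 37 degrees C. DiscoveRx reagent added for 30–60 minutes at room temperature; luminescence read, quantitative HTS format.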
# PTHR1 ag = activates the human parathyroid hormone receptor PTHR1 | Q03431 | HEK293 GP2 PTHR1 cells, GloSensor cAMP luminescence, 1 h | Potency, µM (titrated, usually from 115 µM), inactives show top-dose activation, usual class: activators | actives 0.075% (n = 410,000) | AID 743266; further: potency means the concentration at half of the fitted maximal effect; nearly all actives have a fitted effect of over 55% in size; some results filed as inactive show a strong effect at the top dose; inactives centre near -15; many of its hits are not listed in these tables
#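 HEK-293-derived GP2 cells expressing PTHR1 and a GloSensor cAMP reporter, 3,000/well, plated overnight, given luciferin plus IBMX (each 0.5 mM as added) for 1 h at 37 °C, then compound for 1 h at 37 °C. Luminescence was read after 15 min at room temperature.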
# aSyn rescue = inhibitors of alpha-synuclein toxicity in yeast; actives 0.14% (n = 370,000); Yeast expressing alpha-synuclein, growth rescue, BacTiter-Glo, 24 h; Potency, µM (doses to about 46.1 µM), for inactives: at the top dose growth rescue (activation), hits mostly activators; further: potency means the concentration at half of the fitted maximal effect; % of control where 0% means no effect; nearly all actives have a fitted effect of over 65% in size
#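 Galactose-induced alpha-syn yeast (OD600=0.02, raffinose-pregrown) + pinned cpd, 24 hr, 30 deg C; growth by BacTiter-Glo luminescence. Growth restoration scores as activation.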
# KB-V1 MDR tox = KB-V1 MDR subline cytotoxicity; Potency, µM (series often up to 46.1 µM), without a hit: at the top dose activity change, negative = cytotoxicity, actives largely listed as cytotoxic; actives 3.4% (n = 400,000); KB-V1 MDR cells viability, CellTiter-Glo, 72 h; AID 1347076; further: potency means the concentration at half of the fitted maximal effect; on the % scale 0 is the no-effect control and ±100 the full control effect; nearly all actives have a fitted effect of over 60% in size
#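 Drug-selected KB-V1 cells, grown in DMEM lacking phenol red with 10% FBS, receive compound titrations; after three days at 37 degrees C, surviving cell ATP is quantified by CellTiter-Glo luminescence and responses normalized and curve-fitted.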
# GLP1R ag = GLP-1 receptor (human) agonism; P43220; AID 624172; Potency, µM (titrated, usually from 45.6 µM), for the others: at the top dose activation, actives largely listed as activators; HEK293 GLP-1R CRE-luciferase, luminescence, 4-6 h; cells express a hypersensitive GLP-1R form; actives 0.007% (n = 380,000); further: potency means the concentration at half of the fitted maximal effect; % of control where 0% means no effect
# TDP43 rescue = TDP-43 toxicity inhibition in yeast | TDP-43 expressing yeast growth rescue, BacTiter-Glo, 24 h | Potency, µM (series often up to 46.1 µM), without a hit: at the top dose growth rescue (activation), usual class: activators | actives 1.8% (n = 410,000) | AID 652104; further: potency means the concentration at half of the fitted maximal effect; % of control where 0% means no effect; nearly all actives have a fitted effect of over 50% in size
#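 Growth rescue of TDP-43-toxic yeast measured as ATP luminescence (BacTiter-Glo). Cells grown to mid-log in raffinose, induced in galactose at OD600=0.02, exposed to compound 24 hr at 30 deg C.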
# HEK293 tox = cytotoxic in the GLP-1 receptor inverse agonist counter-screen; AID 624418; Potency, µM (highest dose often 38.3 µM), for inactives: top-dose activity change, negative = inhibition, usual class: inhibitors; HEK293 cAMP-luciferase reporter cells, luminescence, 24 h; actives 0.13% (n = 410,000);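 further: loss of luciferase light is scored as toxicity; potency means the concentration at half of the fitted maximal effect; on the % scale 0 is the no-effect control and ±100 the full control effect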
#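 Quantitative HTS format, 1536 wells, 200 cells/uL seeded. Compounds: 23 nL, 24 h, 37 °C. Detection: luciferase reagent, luminescence at 12 min RT; decreased signal taken as cytotoxic.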
# Numbers without * were called inactive; i = inactive; ? = inconclusive; · = no result given; & = joins results of further samples; [ ] = dose if it differs, or a comment. Unless noted, the call rests on the fitted dose curve; in most records, active means well fitted curve in the direction sought with a large enough effect; inconclusive means small, poorly fitted or top-dose-only effect, or another doubt; inactive means no such curve, though single readings can be large; an effect the other way counts as inactive or inconclusive. An excerpt; the hit share may differ from the screen's.
# Below each SMILES: TDP43 rescue | D3 antag | HEK293 tox | GLP1R ag | DRD3 agonist | KB-V1 MDR tox | GLP-1R inv ag | aSyn rescue | PTHR1 ag
1	O=C1C=C(c2ccc3ncccc3c2)C[C@@H](c2ccc(Cl)cc2)C1
 : 16µM* | -7 | -17% | 13% | 0 | ? | 3% | 17% | -49%[inhibitor]
2	O=C(O)c1cccc2c1/C(=N/Nc1ccc([N+](=O)[O-])cc1[N+](=O)[O-])c1ccccc1-2
 : -10% | -54* | 0% | -2% | -6 | -12% | -2% | 2% | -24%
3	CC(C)(C)OC(=O)NCCc1nnc(SCC(=O)Nc2cccc(Cl)c2)o1
 : 6% | 1 | -15% | 0% | -2 | 3% | 41%[activator] | 0% | -21%[57.5 µM]
4	COc1ccccc1-n1cc2c([N+](=O)[O-])cc([N+](=O)[O-])cc2n1
 : 3% | -1 | 13% | 0% | -4 | -6% | 30%[activator] | 3% | -11%
5	O=C(Nc1cc(Cl)ccc1Cl)C1CC(=O)N(c2ccccc2)C1 (stereo not given)
 : 18%[9.22 µM] | -6 | 3% | -1% | -14 | -20% | -11% | 4% | -49%[inhibitor]
6	CCCNC(=O)Cn1c2ccccc2c2nc(=O)cc(C)n21
 : 15% | -14 | 2% | 9% | 2 | 2% | 2% | 3% | -24%
7	Cc1ccccc1CNC(=O)CCSCc1cnn(-c2ccccc2)c1-n1cccc1
 : ? | · | -4% | · | 1 | · | 10µM* | · | -27%
8	COc1cc2c(-c3ccccc3O)nc3c(c(C)nn3-c3ccccc3)c2cc1OC
 : 0%&25% | 51 | 4%&6% | 23% | 8&18 | ? | 6%&6% | 3% | i
9	Cc1nn(C(C)(C)C)c(OC(=O)c2cccc(F)c2)c1Sc1ccccc1
 : 10% | · | -18% | · | -16 | -5% | ? | · | -15%
10	Cc1cn([C@H]2C[C@H](O)[C@@H](CNCc3cc(Br)ccc3OCc3ccccc3)O2)c(=O)[nH]c1=O
 : 19% | 17 | -1% | 8% | 6 | 5% | -1% | 0% | i
11	CCOc1ccccc1NC(=O)N1CCc2c(sc(C)c2CC)C1c1ccccc1 (stereo not given)
 : 1% | · | -2% | · | -5 | ? | ? | · | -6%
12	O=C(Nc1ccc(NC(=O)c2cc3ccccc3o2)cc1)c1ccccc1
 : 24% | · | -2% | · | -8 | · | 19% | · | -3%
13	Cc1ccc(C)c(NC(=O)Cc2nc(CCl)cs2)c1
 : 11% | 2 | 12% | 1% | -2 | -19% | -8% | 8% | -13%
14	COc1ccc(-c2nn(-c3ccccc3)cc2/C=N/NC(=S)NC(C)C)cc1OC
 : 4% | 60 | -13% | 10% | 12 | ? | -26% | -2% | i
15	O=C(Nc1ccccc1)c1ccccc1NC(=O)c1ccccc1[N+](=O)[O-]
 : -30% | ? | -4% | 18% | -18 | -10% | -5% | 3% | -2%
16	CSc1ccccc1NC(=O)Cc1ccccc1[N+](=O)[O-]
 : 22% | -8 | 8% | -4% | -7 | 6% | 9% | -6% | -88%[inhibitor]
17	Cc1cc2nc(C3CCN(Cc4nnnn4Cc4cccs4)CC3)[nH]c2cc1C
 : -10% | -4 | ? | 4% | -10 | 0% | ? | -2% | i
18	COc1cccc(CNC(=O)C2CCN(S(=O)(=O)c3c(C)nn(C)c3C)CC2)c1
 : 13% | 3 | 8% | -1% | -5 | 10% | 12% | 1% | -2%
19	O=C(NCc1nnc(SCC(=O)N2CCCC2)o1)c1ccccc1
 : -15% | 9 | 5% | -1% | 2 | 17% | 12% | -6% | i
20	O=C(CSc1nc2ccccc2c(=O)n1CCCN1CCOCC1)Nc1ccc(F)c(Cl)c1
 : 19% | 9 | -2% | 1% | -6 | 10% | ? | 4% | -33%[inhibitor]
21	O=S(=O)(c1ccc(OCc2nc3ccccc3s2)c(Cl)c1)N1CCOCC1
 : -12% | -76* | 2% | -10% | -13 | ? | 17% | 0% | -1%[57.5 µM]
22	COc1cccc(C(=O)O/N=C(\N)c2ccc([N+](=O)[O-])cc2)c1
 : 16% | 18 | -21% | 2% | 0 | 17% | 17% | -6% | -5%[57.5 µM]
23	COc1ccccc1NC(=O)COC(=O)/C=C/c1ccccc1[N+](=O)[O-]
 : 27% | 16 | -1%[1.53 µM] | 15% | -9 | 1% | 24% | -7% | i
24	Cc1ccc(OS(=O)(=O)c2ccccc2)c(/C=N/N=C2\NC(=O)C(C)S2)c1 (stereo not given)
 : -22% | 5 | ? | -1% | 0 | 0% | ? | 14% | -18%[57.5 µM]
25	CCNC(=O)C1(C)CCN(C(=O)c2ccc3c(c2)OCO3)C1 (stereo not given)
 : 9% | 2 | -2% | 0% | -2 | -3% | 26% | 1% | i
26	CCc1cc(C(=O)N/N=C/c2ccc(OC)cc2)c2ccccc2n1
 : -9% | -10 | -24% | 12% | -5 | ? | ? | 0% | i
27	Cc1cc(C)n(CCC(=O)N2CCCC(N3CCN(c4cccc(Cl)c4)CC3)C2)n1 (stereo not given)
 : -32%[inhibitor] | -11 | 2% | 2% | -4 | · | -7% | 1% | -23%
28	Cc1cccc(Nc2nnc(SCC(=O)c3c(N)n(C4CC4)c(=O)[nH]c3=O)s2)c1C
 : -3% | 22 | 2% | -2% | 1 | ? | 15% | -8% | -16%
29	CC(=O)Nc1nnc(SCC(=O)c2ccc(F)cc2)s1
 : -22% | -9 | -28% | 18% | -3 | 0% | 4% | 1% | 15%
30	CC(=O)/C(=N\Nc1ccccc1)Oc1ccc(Br)cc1
 : ? | -15 | 4% | 8% | 1 | -4% | ? | 19% | -41%[inhibitor]
31	Cc1ccc(C)c(N(C)C(=O)Cc2c(C(=O)O)[nH]c3ccc(Cl)cc23)c1
 : 8% | · | -7% | 24% | 1 | ? | -6% | · | -11%
32	O=C(COC(=O)c1ccc(Cl)c(S(=O)(=O)N2CCCCC2)c1)NC1CCCCC1
 : 11% | 0 | -24% | -5% | -8 | 19% | 8% | 0% | -1%
33	Cc1cccn2cc(CCNC(=O)c3cccs3)nc12
 : -11% | 2 | -2% | 6% | -11 | -16% | 36%[activator] | -7% | -11%
34	N#CC1=C(N)N2C(=C(C#N)C1c1cccc(Br)c1)Nc1ccccc12 (stereo not given)
 : -4% | 21 | 30% | 8% | 21 | 5.8µM* | 41%[activator] | -4% | -33%[inhibitor]
35	O=C(c1ccco1)N1CCN(Cc2cccc([N+](=O)[O-])c2)CC1
 : 9% | -6 | 5% | -6% | -7 | 4% | -10% | 1% | i
36	O=c1c2[nH]c3ccccc3c2ncn1Cc1ccncc1
 : 10% | ? | -7% | 9% | 0 | -1% | 23% | 4% | i
37	Cc1ccc(N(CC(=O)NC2CCCC2)C(=O)CCC(=O)Nc2nccs2)cc1C
 : 8% | 11 | -11% | 0% | 4 | -27% | -5% | 1% | -44%[inhibitor]
38	NC(=O)CSc1cn(Cc2ccc(F)cc2)c2ccccc12
 : 8% | -23 | -12% | -1% | 0 | -24% | ? | -2% | i
39	O=C(CCS(=O)(=O)c1cccc2nsnc12)N1CC(=O)N(CCc2ccccc2)C(=O)C1
 : 3% | 8 | -6% | 7% | -9 | 19% | 14% | 8% | -77%[inhibitor]
40	Cc1ccc(C)n1-c1nnc(N2CCCC(C(=O)NCc3cccc(Br)c3)C2)s1 (stereo not given)
 : 5% | · | 1% | · | -14 | 12% | ? | · | -17%
41	CCOc1ccc(CN(Cc2ccco2)C(c2cccs2)c2nnnn2C(C)(C)C)cc1 (stereo not given)
 : -7% | -17 | 5% | -14% | -2 | -38% | -67% | 3% | -1%[57.5 µM]
42	O=C(NCc1cccs1)c1cccc(Nc2nc3ccc(Br)cc3[nH]2)c1
 : 5% | -11 | 6% | 11% | 25 | ? | ? | -16% | -24%
43	CCN1C(=O)S/C(=C/c2c(OCc3ccc(C(=O)O)cc3)ccc3ccccc23)C1=O
 : -92%[inhibitor] | 7 | ? | 15% | 5 | -7% | ? | -45%[inhibitor] | i
44	CC(C)c1ccc(Nc2nc3ccc(C(=O)c4ccccc4)cc3n3cnnc23)cc1
 : -2% | · | 15% | · | -9 | ? | 1% | · | i
45	CCCn1nnnc1NCc1cc(Br)ccc1OC
 : -8% | 7 | -11% | 0% | 6 | ? | 20% | -5% | i
46	CCn1nc(C)c2c(-c3ccccc3)cc(=O)n(C(C)C(=O)NCCc3ccccc3)c21 (stereo not given)
 : ? | · | -8% | · | -10 | 8% | ? | · | -21%
47	O=C(NCc1ccccn1)c1cccc(NS(=O)(=O)c2cccc(Cl)c2)c1
 : 12% | 0 | 15% | 2% | 4 | 13% | 5% | -3% | i
48	CCNc1nc(NC(C)C)nc(NS(=O)(=O)c2ccc(N)cc2)n1
 : 6% | -18 | 2% | -1% | -4 | -11% | -2% | -4% | 19%[57.5 µM]

# Record cards (already shown). Screens in order: TDP43 rescue | D3 antag | HEK293 tox | GLP1R ag | DRD3 agonist | KB-V1 MDR tox | GLP-1R inv ag | aSyn rescue | PTHR1 ag
# Results for `CCNc1nc(NC(C)C)nc(NS(=O)(=O)c2ccc(N)cc2)n1` : 6% | -18 | 2% | -1% | -4 | -11% | -2% | -4% | 19%[57.5 µM]
# Results for `CC(C)c1ccc(Nc2nc3ccc(C(=O)c4ccccc4)cc3n3cnnc23)cc1` : -2% | · | 15% | · | -9 | ? | 1% | · | i
# Results for `CCN1C(=O)S/C(=C/c2c(OCc3ccc(C(=O)O)cc3)ccc3ccccc23)C1=O` : -92%[inhibitor] | 7 | ? | 15% | 5 | -7% | ? | -45%[inhibitor] | i
# Results for `CCOc1ccc(CN(Cc2ccco2)C(c2cccs2)c2nnnn2C(C)(C)C)cc1` (stereo not given) : -7% | -17 | 5% | -14% | -2 | -38% | -67% | 3% | -1%[57.5 µM]
# Results for `CCn1nc(C)c2c(-c3ccccc3)cc(=O)n(C(C)C(=O)NCCc3ccccc3)c21` (stereo not given) : ? | · | -8% | · | -10 | 8% | ? | · | -21%
